Assay outcomes (PubChem)
E-sel inducer: E-selectin induction on HUVECs; HUVEC E-selectin immunofluorescence imaging; normalized: neutral wells 0, TNF-alpha wells 100; activation, % at 7.58 µM; hit rate 0.37% among 260,000;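 active means mean E-selectin-positive cell signal at least 10% of the positive control, reached in at least 60% of replicates, without over 20% cell loss; inconclusive means no rule given, readout overlaps actives, possibly toxicity-flagged; inactive means the rest, including those meeting only one limit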;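 further: in these data hits start at about 27%; measured in HUVEC primary endothelial cells; signal is the percent of cells scored E-selectin positive by PE staining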
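Assay system: HUVEC primary endothelial cells. Input: 3,000 HUVEC seeded per well. Doses: one compound dose added by pin transfer. Read-out basis: % PE-positive cells. Benchmarks: TNF-alpha high, DMSO low. Detection: immunofluorescence imaging. Buffer or medium: EGM-2, gelatin.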
DENV2 CPE: protects cells from dengue virus 2 cytopathic effect; hit rate 1.7% among 350,000; DENV2-infected cells, cytopathic effect rescue, plate reader; CPE inhibition, % at 9.99 µM; AID 651640; in the data active means CPE inhibition above about 20%, passing the limit was not always enough; inconclusive means no clear call, values can overlap the other calls; tested in BHK-21 cells;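 further: 0% = median of neutral control wells and 100% = median of positive control wells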
INS-1E GSIS act: GLuc luminescence reporter in INS-1E cells, primary screen for activators of glucose-dependent secretion of insulin | INS-1E GLuc reporter insulin secretion, 2-3 h | activation, % at 16.6 µM | hit rate 0.61% among 370,000 | AID 743287;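 active means lowest replicate activation of at least 40%, so every replicate reaches that level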;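 further: 0% = median of neutral control wells and 100% = median of IBMX positive control wells; some compounds called inactive have numbers as strong as hits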
Xi reactivation: activators of X-chromosome reactivation in mouse fibroblasts; XiGFP mouse fibroblasts, % GFP-positive cells imaging, 3 d; cells co-treated with 5-aza-dC sensitizer; scaled so ellipticine positive control = 100%; activation, % at 7.58 µM; hit rate 0.055% among 360,000; AID 743238;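 active means mean normalized replicate activation at least 10% and every replicate at or above 10%; inconclusive means only one of the two criteria met; inactive means mean below 10% and not all replicates reach 10%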;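 further: 0% = median of on-plate neutral control wells and 100% = ellipticine 6 µM median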
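Schedule: 3 d treatment, 15 min room-temperature fixation; system: 68-5-11 XiGFP fibroblast line; buffer or medium: DMEM plus 5-aza-dC sensitizer; control set: ellipticine 6 µM positive control; compound: one concentration, pinned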
RAD54 branch: RAD54 (human) branch migration inhibition. inhibition, % at 10.4 µM. RAD54 Holliday junction branch migration, FAM/BHQ fluorescence. hit rate 0.14% among 360,000. Q92698;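 active means mean normalized replicate activity at least 40 and at least half of replicates scoring 40 or more; inconclusive means only one of the two criteria met; inactive means mean below 40 and under half of replicates reaching 40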;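 further: 0% = median of neutral control wells and 100% = median of positive control wells; inhibitors cause a drop in the FAM fluorescence signal; in these data hits start at about 50%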
RAD52 anneal inh: RAD52 (human) annealing inhibition; P43351; recombinant RAD52 DNA annealing, FRET fluorescence; inhibition, % at 18.7 µM; hit rate 0.46% among 360,000;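 active means every replicate showing at least 50% inhibition; inconclusive means mean inhibition at least 50% but not in every replicate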
Target sequence (P43351 whole entry, looked up): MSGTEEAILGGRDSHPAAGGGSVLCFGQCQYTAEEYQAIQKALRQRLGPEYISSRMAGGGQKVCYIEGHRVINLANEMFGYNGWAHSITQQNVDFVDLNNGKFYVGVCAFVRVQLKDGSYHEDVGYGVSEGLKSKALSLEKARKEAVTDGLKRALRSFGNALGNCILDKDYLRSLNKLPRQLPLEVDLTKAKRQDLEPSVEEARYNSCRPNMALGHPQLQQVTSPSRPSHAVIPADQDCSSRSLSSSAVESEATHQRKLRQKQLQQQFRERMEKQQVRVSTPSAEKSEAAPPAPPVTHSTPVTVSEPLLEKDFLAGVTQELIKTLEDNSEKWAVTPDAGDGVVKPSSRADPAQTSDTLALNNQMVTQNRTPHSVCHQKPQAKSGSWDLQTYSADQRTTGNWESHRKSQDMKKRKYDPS
F508del corr: CFTR F508del correction in bronchial cells; activity (quench increase), % at 7.58 µM; CFBE cells, YFP halide quenching; stimulated with forskolin plus potentiator P3; % fluorescence drop versus neutral controls; hit rate 0.36% among 350,000;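 active means mean added fluorescence quench of at least 8% versus neutral control, with both replicates also reaching 8%; inconclusive means only one of the mean or replicate conditions met; inactive means mean below 8% and not both replicates reaching 8%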;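 further: cells transiently co-express mutant CFTR-F508del with the halide-sensitive YFP; corrector assay measuring rescue of mutant channel to the surface after 24 h compound exposure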
CASP6 VEID inh: caspase-6 (human) enzyme inhibition; inhibition, % at 12.5 µM; hit rate 0.53% among 350,000; purified caspase-6, Z-VEID-R110 cleavage fluorescence; AID 686996;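 active means mean inhibition across replicates at least about 35%, with every replicate also reaching that limit, limit read from the data; inconclusive means only one of the two criteria met; inactive means neither criterion met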;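 further: 0% = median of neutral control wells and 100% = no fluorescence left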
Target sequence (P55212 24-179 limits assumed): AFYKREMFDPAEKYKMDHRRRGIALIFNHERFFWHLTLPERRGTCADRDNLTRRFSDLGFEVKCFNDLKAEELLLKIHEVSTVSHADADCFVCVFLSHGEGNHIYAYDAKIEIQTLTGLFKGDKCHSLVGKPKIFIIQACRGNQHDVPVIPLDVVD
Target sequence (P55212 194-293 limits assumed): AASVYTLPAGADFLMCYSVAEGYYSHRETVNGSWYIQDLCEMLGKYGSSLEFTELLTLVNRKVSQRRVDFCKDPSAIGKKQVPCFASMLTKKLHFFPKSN
Numbers without * were called inactive; u = inconclusive; x = no result given.

Each structure is followed by: E-sel inducer, DENV2 CPE, INS-1E GSIS act, Xi reactivation, RAD54 branch, RAD52 anneal inh, F508del corr, CASP6 VEID inh
O=C(C[C@@H]1C=C[C@@H](NC(=O)NC2CCCCC2)[C@H](CO)O1)NCc1ccc(Cl)cc1
    0.8, 3, x, -0.2, -5, -2, -1.2, -1
COc1ccc2c3c([nH]c2c1)[C@H](CO)N(Cc1ccncc1)CC31CN(S(C)(=O)=O)C1
    -0.3, 5, 17, 0.2, x, -16, -2.5, x
CCN(CC)CCn1c(=S)[nH]c2cc(C(=O)N3CC=C(c4ccccc4)CC3)ccc2c1=O
    4.7, 6, -9, 0.0, x, -107, -1.5, -2
O=C(COC(=O)c1cccc(OC(F)F)c1)Nc1ncccn1
    0.1, 15, x, 0.0, -3, -26, -0.4, 0
C[C@@H]1CCCCO[C@@H](CN(C)S(=O)(=O)c2ccc(Cl)cc2)[C@H](C)CN([C@H](C)CO)C(=O)c2cc(NC(=O)Nc3ccc4c(c3)OCO4)ccc2O1
    0.2, 6, 0, 0.0, 7, 1, 1.8, 2
COc1ccc(NC(=O)N(C)C[C@H]2OCCCC[C@H](C)Oc3ccc(NS(=O)(=O)c4cccs4)cc3C(=O)N([C@@H](C)CO)C[C@@H]2C)cc1
    0.5, -5, -3, -0.1, 2, -10, -0.4, 3
COc1ccc(-n2nnnc2/C(=C/N(C)C)C(=O)c2ccccc2)cc1
    -0.1, u, 18, 0.0, 1, 5, 0.0, 9
CCOC(=O)c1c(C)nc2ccccc2c1-c1ccccc1
    0.4, x, 25, 0.2, -1, x, x, x
CCC(=O)NC[C@H]1[C@H](c2ccccc2)[C@H](CO)N1C(=O)C1CCC1
    0.0, -10, 9, 0.0, 2, -14, 1.7, 7
COc1ccc(CNC/C=C/c2ccccc2)cc1
    0.1, -1, 11, 0.1, -3, -11, -1.3, -8
CCOc1ccc(OCCC(=O)OCC(=O)N2CCN(S(=O)(=O)c3ccc(C)cc3)CC2)cc1
    3.6, 2, 21, 0.0, -2, -9, -3.3, 17
CCN1C(=O)C(CC(=O)Nc2ccc(OC)cc2)N(Cc2ccco2)C1=S (stereo not given)
    0.0, x, -8, 0.2, -2, x, x, x
CCC(C)c1nc2ccsc2c(N2CCOC2=O)c1-c1ccccc1 (stereo not given)
    0.0, -10, -8, 19*, 0, 5, 0.1, -1
COc1ccc(S(=O)(=O)N2CCN(CC(=O)c3c(N)n(C)c(=O)n(C)c3=O)CC2)cc1OC
    -0.5, -8, x, 0.0, -4, -14, -0.5, 1
CC(C)c1ccc(NC(=O)C2Cc3c(-c4ccccc4Oc4ccccc4)ccnc3O2)cc1 (stereo not given)
    -5.1, 7, -9, 0.0, 2, 9, -3.2, 6
COc1ccc(C2c3sc(=O)[nH]c3SCC2C(N)=O)cc1 (stereo not given)
    6.7, x, -7, 0.0, -6, -11, -1.5, 2
CC(=O)NC(C)c1cc(F)c2cccnc2c1O (stereo not given)
    0.8, 14, 15, 0.0, 0, -8, 1.5, x
Cc1ccc(S(=O)(=O)NCCNS(=O)(=O)c2ccc(C)cc2)cc1
    0.0, 9, 1, 0.0, 3, -7, -1.1, 2
C[C@@H]1CCCCO[C@@H](CN(C)S(=O)(=O)c2ccc(F)cc2)[C@@H](C)CN([C@H](C)CO)C(=O)c2cc(NS(=O)(=O)c3ccc(Cl)cc3)ccc2O1
    -0.2, -7, -9, 0.1, 2, -15, 1.8, 1
CCOc1ccc(CCN2C(=O)C3C4CCC(O4)C3C2=O)cc1OCC (stereo not given)
    -0.2, -2, 14, 0.0, 5, -7, 1.5, 1

Further records follow.
Each structure is followed by: E-sel inducer, DENV2 CPE, INS-1E GSIS act, Xi reactivation, RAD54 branch, RAD52 anneal inh, F508del corr, CASP6 VEID inh
COc1ccc(CNC(=O)C[C@@H]2CC[C@@H]3[C@@H](COc4ccc(NC(=O)C5CC5)cc4C(=O)N3C)O2)cc1
    0.0, u, -14, 0.0, -7, 13, -3.0, 2
COCC#Cc1cnc2c(c1)C(=O)N([C@@H](C)CO)C[C@@H](C)[C@@H](CN(C)C(=O)c1cccnc1)O2
    0.0, -7, 14, 6.9, 5, 5, -1.2, -1
N#C[C@@H]1N[C@H](CO)[C@@H]1c1ccc(-c2ccccc2F)cc1
    -0.3, 4, 2, 0.3, 11, -22, 1.4, -1
Cc1cc(N2CCOCC2)nc(N2CCOCC2)c1C#N
    -0.9, 7, x, 0.0, -1, -10, -3.6, 2
C/C(=N\NC(=O)c1cccc(Br)c1)c1ccccn1
    x, -6, 5, 0.1, 10, -13, 4.1, 1
CCC(=O)Nc1ccc2c(c1)OC[C@@H](C)N(Cc1cccc(F)c1)C[C@H](C)[C@@H](OC)CN(C)C2=O
    -0.2, -17, -34, 0.6, 4, 9, 1.1, 2
CCN1CCCC1CNC(=O)CN(C)S(=O)(=O)c1ccc(Cl)cc1 (stereo not given)
    0.4, 0, 4, 0.4, 2, -17, -2.3, -9
C[C@H](CO)N1C[C@H](C)[C@H](CN(C)Cc2ccc3c(c2)OCCN3C)OCc2cn(nn2)CCCC1=O
    0.5, 4, 10, 0.3, 6, -7, 0.7, -2
Cc1cc(S(=O)(=O)NCc2ccccn2)c(Cl)cc1Cl
    x, 3, 7, 0.1, -6, -12, -0.7, 2
CC(=O)N1CCN(c2ccc(NC(=O)c3ccc4ccccc4c3)cc2)CC1
    x, 1, 1, x, -5, -13, 0.1, -3
CC1CCC/C=C/C(=O)c2c(O)cc(O)cc2CC(=O)O1 (stereo not given)
    x, -13, 2, x, 4, -5, -22, 13
CCN(Cc1cc(OC)c(OC)c(OC)c1)S(=O)(=O)c1ccccc1Br
    -0.2, 2, -3, -0.1, x, -6, 3.9, -1
Cc1ccccc1S(=O)(=O)N1C[C@H](O)COC[C@@H]2O[C@@H](CC(=O)N3CCOCC3)CC[C@H]21
    0.0, 0, 0, 0.0, -5, 2, 1.2, 0
COCC(=O)N(C)C[C@H]1Oc2ncc(-c3ccc(C)cc3)cc2C(=O)N([C@H](C)CO)C[C@@H]1C
    0.7, -1, 0, -1.3, 4, 6, 2.2, -2
Cc1ccc(S(=O)(=O)Nc2ccc3c(c2)C(=O)N([C@H](C)CO)C[C@@H](C)[C@H](CN(C)Cc2ccc(Cl)c(Cl)c2)OCCCC[C@H](C)O3)cc1
    x, 3, -15, 0.1, 1, 34, -0.3, -1
COc1cccc(NC(=O)CN(C)C(=O)c2cn(-c3ccccc3)nc2-c2cccs2)c1
    -0.5, 9, -63, 0.0, -4, -26, -2.1, 1
CCCCn1c(N)c(N(CCOC)C(=O)CC2CCCCC2)c(=O)[nH]c1=O
    -0.6, 5, 31, 0.0, 6, -9, -3.4, 0
COC(CNS(=O)(=O)c1ccc(Cl)cc1)c1ccccc1 (stereo not given)
    x, 1, -30, -0.1, -5, -9, -0.7, 4
Cc1cccc(NS(=O)(=O)c2ccc3c(c2)CCN3C(=O)CCC(=O)O)c1
    0.1, u, x, 0.0, -8, 9, -1.6, 7
CO[C@H](CN(C)S(=O)(=O)c1ccc(Cl)cc1)[C@@H](C)CN(Cc1ccccc1Cl)[C@@H](C)CO
    0.1, -1, -27, 0.1, 1, 2, 0.4, 1

(next part)
Each structure is followed by: E-sel inducer, DENV2 CPE, INS-1E GSIS act, Xi reactivation, RAD54 branch, RAD52 anneal inh, F508del corr, CASP6 VEID inh
Cc1ccc(N2C(=O)C3C4C=CC(CNC(=S)N5CCN(c6ccccn6)CC5)(O4)C3C2=O)cc1 (stereo not given)
    1.2, -5, -12, -0.1, x, -37, -9.1, 4
COc1cc(F)ccc1Oc1cccc2c1S(=O)(=O)N(C1CC1)C[C@@H](COCc1ccccc1)O2
    2.3, 4, 1, 0.0, x, 9, -3.6, 3
CCOc1ccc(NC(=O)c2nn(C)c(C(=O)Nc3ccc(OCC)cc3)c2[N+](=O)[O-])cc1
    0.0, 34*, 28, 0.2, 3, -7, -1.6, -1
Cc1nonc1-c1csc(N)n1
    x, 1, 10, 0.2, -3, -15, 1.3, x
CCCCCCNC(=O)c1cc(S(=O)(=O)N2CCc3ccccc32)ccc1F
    x, -6, -3, 0.0, -3, -12, -0.9, -4
CC=Cc1ccc2n(c1=O)C[C@H]1[C@H](CO)[C@@H](C(=O)N(C)C)N(Cc3cccc(F)c3)[C@@H]21 (mixture of isomers)
    -0.4, 56*, 12, 0.4, 7, -6, x, -1
CC1CCN(c2ccc(NC(=O)c3ccc([N+](=O)[O-])o3)cc2)CC1
    -1.6, -3, -33, -0.1, 0, -3, -0.6, 3
CCC(=O)Nc1cccc(NC(=S)NC(=O)c2ccccc2C)c1
    x, -6, 0, 1.4, x, -11, 1.6, -1
Cc1ccc(NC(=O)C2CC(=O)N(c3ccc4c(c3)OCCO4)C2)cc1S(=O)(=O)N(C)C (stereo not given)
    0.1, -1, -1, -0.2, 2, 7, -0.4, -4
CN(C)C(=O)CSc1nnc(-c2cccs2)n1-c1ccccc1
    8.1, 0, 20, 0.0, 5, -15, -0.6, -3
CCCC(=O)N1CCC1(C)C(=O)Nc1cc(OC)c(OC)c(OC)c1 (stereo not given)
    0.0, -2, x, 0.0, 6, -5, -2.2, 1
COCC(=O)Nc1ccc2c(c1)[C@@H]1C[C@H](CC(=O)N3CCOCC3)O[C@H](CO)[C@@H]1O2
    0.0, -2, 9, 0.0, -13, -12, -2.4, 2
COc1ccccc1NC(=O)c1cccc2c(Br)cccc12
    x, -1, -1, 0.1, -1, -1, -1.6, -2
COc1ccc(-n2c(SCC(=O)Nc3ccc(C(N)=O)cc3)nc3c([nH]c4ccccc43)c2=O)cc1OC
    x, 10, -2, 0.1, -11, -8, 1.7, 1
CCc1cccc(NC(=O)COC(=O)c2c(C)nn(-c3ccccc3)c2C)c1
    0.2, -11, -23, 0.0, 1, -19, 0.8, 0
Clc1ccc(-c2cc(C3CCNCC3)[nH]n2)cc1
    1.2, -5, -14, 0.0, x, -6, 3.1, -5
CC(=O)c1ccc(S(=O)(=O)N2CCN(C(=O)/C=C/c3ccc4ccccc4n3)CC2)cc1
    -0.6, 13, -26, -0.1, 3, -36, -12, -2
